Compound activity (PubChem)
INS-1E GSIS act = GLuc luminescence reporter in INS-1E cells, primary screen for activators of glucose-dependent secretion of insulin. INS-1E GLuc reporter insulin secretion, 2-3 h. activation, % at 16.6 µM. 370,000 compounds, 0.61% hits. AID 743287, 2014;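 active means lowest replicate activation of at least 40%, so every replicate reaches that level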;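 further: 0% = median of neutral control wells and 100% = median of IBMX positive control wells; some compounds called inactive have numbers as strong as hits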
F508del corr = F508del CFTR correction, initial screen, CFBE line, single point; CFBE cells, YFP halide quenching; stimulated with forskolin plus potentiator P3; % fluorescence drop versus neutral controls; 350,000 compounds, 0.36% hits; activity (quench increase), % at 7.58 µM;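 active means mean added fluorescence quench of at least 8% versus neutral control, with both replicates also reaching 8%; inconclusive means only one of the mean or replicate conditions met; inactive means mean below 8% and not both replicates reaching 8%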;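 further: cells transiently co-express mutant CFTR-F508del with the halide-sensitive YFP; corrector assay measuring rescue of mutant channel to the surface after 24 h compound exposure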
PAX8 inh HTS = inhibitors of PAX8-driven TPO luciferase reporter, primary screen, RMG-I cells, single concentration | inhibition, % at 12.6 µM | 360,000 compounds, 1.2% hits | SteadyGlo, 24 h;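 active means mean replicate inhibition at least 60% with every replicate also reaching 60%; inconclusive means only one of the two criteria is met; inactive means mean below 60% and not all replicates reaching 60%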;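 further: luciferase light reporting Pax8 driven TPO promoter activity; plate controls were median of neutral control wells for no effect and mitoxantrone controls for full effect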
FN deposition inh = inhibitors of fibronectin matrix deposition, primary screen, AH1F cells, Alexa488-fibronectin fluorescence, plate reader | AH1F fibroblasts, overnight | inhibition, % at 12.6 µM | 350,000 compounds, 0.086% hits | AID 743247, 2014;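 active means mean inhibition across replicates of 30% or more, regardless of how many single replicates reach that level; inconclusive means mean under 30% yet at least half of replicates reach 30%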;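 further: positive control wells lacked labelled fibronectin entirely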
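Material: AH1F fibroblast monolayer depositing Alexa488-labelled fibronectin into matrix | Input: 10000 AH1F cells/well | Medium: DMEM plus 2% serum, read in PBS | Reagent: Alexa488-fibronectin, 24 nM final in well | Compound dosing: One dose per compound, pinned | Schedule: 1 h adhesion, overnight exposure | Measured by: Fluorescence at 485 nm excitation, 525 nm emission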
miR122 inh = miR-122 Renilla sensor signal increase in Huh7, primary screen, miR-122 inhibitor project, cell-based, single point, plate reader; activation (reporter increase), % at 12.5 µM; 340,000 compounds, 0.3% hits; Huh7 miR-122 Renilla luciferase sensor, 48 h; neutral wells = 0, positive control = 100;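 active means mean replicate activation score at least 90 and every replicate individually at or above 90; inconclusive means only one of the two criteria met; inactive means neither criterion met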;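 further: higher luciferase means less miR-122 activity so hits act as miR-122 inhibitors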
DENV2 CPE = inhibitors of DENV2 cytopathic effect, primary screen, cell-based, plate reader, single concentration | CPE inhibition, % at 9.99 µM | DENV2-infected cells, cytopathic effect rescue | 350,000 compounds, 1.7% hits; in the data active means CPE inhibition above about 20%, passing the limit was not always enough; inconclusive means no clear call, values can overlap the other calls; tested in BHK-21 cells;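 further: 0% = median of neutral control wells and 100% = median of positive control wells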
EWS-Fli inh = EWS/Fli-driven NR0B1 reporter inhibitors, primary screen, A673 cells, NR0B1 luciferase, luminescence, MLPCN library; 350,000 compounds, 0.67% hits; viability-normalised; inhibition, % at 12.6 µM;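 active means mean inhibition of at least 50% after viability correction, with every replicate also passing that limit; inconclusive means mean reaches 50% but only one of two replicates passes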;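 further: firefly luciferase signal divided by Alamar Blue viability fluorescence both relative to DMSO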
The depositor's hits bear a star; [ ] = dose if it differs, or a comment.

What do the screens show for `COc1cc(NC(=O)NCC2CCN(Cc3ccc(C)cc3)CC2)cc(OC)c1OC`?
INS-1E GSIS act: 0; F508del corr: 0.5; PAX8 inh HTS: 17; FN deposition inh: -15; miR122 inh: -3; DENV2 CPE: inconclusive; EWS-Fli inh: 5

How did CCCC(C(=O)NCc1ccco1)N(Cc1ccco1)C(=O)CNS(=O)(=O)c1ccccc1 (stereo not given) do in these assays?
INS-1E GSIS act: -15; F508del corr: 3.4; PAX8 inh HTS: 11; FN deposition inh: -3; miR122 inh: -3; DENV2 CPE: -1

How did O=C(C1CCN(S(=O)(=O)c2ccc(Cl)c(C(F)(F)F)c2)CC1)N1CCC1 do in these assays?
INS-1E GSIS act: 5; F508del corr: -0.8; PAX8 inh HTS: 4; FN deposition inh: 2; miR122 inh: -7; DENV2 CPE: -12; EWS-Fli inh: 3

Results for C=C(C(=O)Oc1c(C(C)(C)C)cccc1C(C)(C)C)c1ccccc1 ?
INS-1E GSIS act: 5; F508del corr: -2.5; PAX8 inh HTS: 11; FN deposition inh: -6; DENV2 CPE: 6; EWS-Fli inh: -7

Results for C[C@@H]1CN([C@H](C)CO)C(=O)c2cc(C3=CCCC3)cnc2O[C@@H]1CN(C)C(=O)c1ccccn1 ?
INS-1E GSIS act: -5; F508del corr: -4.7; PAX8 inh HTS: -11; miR122 inh: 11[16.7 µM]; EWS-Fli inh: -3

How did Cc1cc(F)ccc1NCC(=O)Nc1ccccc1Br do in these assays?
INS-1E GSIS act: -1; PAX8 inh HTS: -28; FN deposition inh: 1; miR122 inh: 2

What do the screens show for `O=C(Cc1ccc(Cl)cc1)N/N=C/c1ccccc1`?
INS-1E GSIS act: -1; PAX8 inh HTS: -8; FN deposition inh: -3; DENV2 CPE: 0; EWS-Fli inh: -11

How did Cc1ccc(C(=O)NCCNC(=O)Cc2ccccc2)cn1 do in these assays?
INS-1E GSIS act: 17; F508del corr: -2.6; PAX8 inh HTS: 3; FN deposition inh: 3; DENV2 CPE: 8; EWS-Fli inh: -3

Results for CCOc1ccccc1NC(=O)Cc1coc2ccc(C)cc12 ?
INS-1E GSIS act: -17; F508del corr: 0.1; PAX8 inh HTS: 8; FN deposition inh: -6; EWS-Fli inh: 12

What do the screens show for `COc1ccc(/C=C/C(=O)NCC(=O)N/N=C(/C)c2ccco2)cc1`?
INS-1E GSIS act: 12; F508del corr: 2.0; PAX8 inh HTS: -17; FN deposition inh: -5; miR122 inh: 4; DENV2 CPE: -4; EWS-Fli inh: 0

What do the screens show for `CNCC(O)c1ccc(OC(=O)C(C)(C)C)c(OC(=O)C(C)(C)C)c1` (stereo not given)?
F508del corr: -18; PAX8 inh HTS: 8; FN deposition inh: 3; miR122 inh: 2; DENV2 CPE: 3; EWS-Fli inh: -13

How did COc1ccc2c3c([nH]c2c1)[C@H](CO)N(C(=O)NC(C)C)CC31CCN(C(=O)C2CCCC2)CC1 do in these assays?
INS-1E GSIS act: -1; F508del corr: 2.0; DENV2 CPE: -9; EWS-Fli inh: -5

Results for Cc1cc(N2CCN(CC(C)(C)O)C[C@@H]2C)ccc1N1CCN(Cc2ccccc2)[C@@H](C)C1 ?
F508del corr: -1.9; PAX8 inh HTS: 12; FN deposition inh: 2; DENV2 CPE: 17; EWS-Fli inh: 6

How did O=C(O)c1ccc(NS(=O)(=O)c2ccc3c(c2)C2C=CCC2C(c2ccccc2F)N3)cc1 (stereo not given) do in these assays?
INS-1E GSIS act: -29; F508del corr: 0.4; PAX8 inh HTS: 7; FN deposition inh: 7; miR122 inh: -5; DENV2 CPE: 1; EWS-Fli inh: 16

How did C[C@@H]1CCCCO[C@H](CN(C)C(=O)CCCN(C)C)[C@H](C)CN([C@@H](C)CO)C(=O)c2cc(NC(=O)Nc3ccc(F)cc3)ccc2O1 do in these assays?
INS-1E GSIS act: 6; F508del corr: 0.4; PAX8 inh HTS: -8; miR122 inh: 16[16.7 µM]; DENV2 CPE: -1; EWS-Fli inh: -10

Entries from the list above that contain sulfur (3):
How did CCCC(C(=O)NCc1ccco1)N(Cc1ccco1)C(=O)CNS(=O)(=O)c1ccccc1 (stereo not given) do in these assays?
INS-1E GSIS act: -15; F508del corr: 3.4; PAX8 inh HTS: 11; FN deposition inh: -3; miR122 inh: -3; DENV2 CPE: -1

How did O=C(C1CCN(S(=O)(=O)c2ccc(Cl)c(C(F)(F)F)c2)CC1)N1CCC1 do in these assays?
INS-1E GSIS act: 5; F508del corr: -0.8; PAX8 inh HTS: 4; FN deposition inh: 2; miR122 inh: -7; DENV2 CPE: -12; EWS-Fli inh: 3

How did O=C(O)c1ccc(NS(=O)(=O)c2ccc3c(c2)C2C=CCC2C(c2ccccc2F)N3)cc1 (stereo not given) do in these assays?
INS-1E GSIS act: -29; F508del corr: 0.4; PAX8 inh HTS: 7; FN deposition inh: 7; miR122 inh: -5; DENV2 CPE: 1; EWS-Fli inh: 16

Going on with the list.
How did O=C(NCC(=O)N(c1cccnc1)C(C(=O)NC1CCCC1)c1ccccc1)c1ccco1 (stereo not given) do in these assays?
INS-1E GSIS act: 3; F508del corr: 1.3; PAX8 inh HTS: 8; FN deposition inh: 7; DENV2 CPE: 0; EWS-Fli inh: 4

What do the screens show for `CCOc1ccc(CNc2ccc3c(c2)ncn3C(C)(C)C)cc1`?
INS-1E GSIS act: -3; F508del corr: 1.2; PAX8 inh HTS: -11; FN deposition inh: 7; miR122 inh: -2; DENV2 CPE: 2; EWS-Fli inh: -44

What do the screens show for `O=[N+]([O-])c1c(-c2cn[nH]c2)n[nH]c1-c1cn[nH]c1`?
INS-1E GSIS act: 26; F508del corr: 0.5; PAX8 inh HTS: 1; FN deposition inh: -4; miR122 inh: -3; DENV2 CPE: -3; EWS-Fli inh: 11

What do the screens show for `O=C(CCNC(=O)c1ccco1)NC(Cc1c[nH]c2ccccc12)C(=O)O` (stereo not given)?
INS-1E GSIS act: 7; F508del corr: -5.1; PAX8 inh HTS: -3; FN deposition inh: -3; miR122 inh: 6; DENV2 CPE: inconclusive; EWS-Fli inh: 7

Results for COc1ccc(N(C(=O)CNC(=O)c2ccco2)C(C(=O)NC2CCCC2)c2cccnc2)cc1 (stereo not given) ?
INS-1E GSIS act: 6; F508del corr: -2.3; PAX8 inh HTS: -3; FN deposition inh: 11; miR122 inh: 0; DENV2 CPE: inconclusive; EWS-Fli inh: 2

What do the screens show for `COc1ccc(CN2C(=O)CN(S(C)(=O)=O)CC2(C)C(=O)NC(C)C)cc1` (stereo not given)?
INS-1E GSIS act: 4; F508del corr: 3.1; PAX8 inh HTS: -7; FN deposition inh: 2; DENV2 CPE: 9; EWS-Fli inh: -2

How did Cc1ccc(S(=O)(=O)N(CC(=O)N2CCN(c3ccccc3F)CC2)C2CCCCC2)cc1 do in these assays?
PAX8 inh HTS: -1; FN deposition inh: 5; miR122 inh: 30

What do the screens show for `O=C(CCN1CCCCC1)NCC[C@@H]1CC[C@H](NC(=O)c2ccc(F)cc2)[C@@H](CO)O1`?
INS-1E GSIS act: 10; F508del corr: 2.5; PAX8 inh HTS: -52; FN deposition inh: -9; DENV2 CPE: -8; EWS-Fli inh: -2

How did COc1ccc(Cc2nnc(NC(=O)Nc3ccccc3F)s2)cc1OC do in these assays?
INS-1E GSIS act: 9; F508del corr: 1.9; PAX8 inh HTS: 9; FN deposition inh: 1; miR122 inh: 4; DENV2 CPE: -1; EWS-Fli inh: 10

Results for CC(C)Nc1nc(NCCOc2ccccc2)c2sccc2n1 ?
INS-1E GSIS act: 9; F508del corr: -7.2; PAX8 inh HTS: 11; miR122 inh: -14; DENV2 CPE: -3; EWS-Fli inh: 31

What do the screens show for `CCN(CC)CCCNC(=S)N(CCO)Cc1cc2cc3c(cc2[nH]c1=O)OCCO3`?
INS-1E GSIS act: 8; F508del corr: 0.3; PAX8 inh HTS: 23; FN deposition inh: -3; miR122 inh: -2; DENV2 CPE: -2; EWS-Fli inh: 16

Results for COc1ccc(S(=O)(=O)N(C)C[C@@H]2Oc3ccc(NC(=O)C4CC4)cc3CC(=O)N([C@H](C)CO)C[C@@H]2C)cc1 ?
INS-1E GSIS act: -3; F508del corr: -0.2; miR122 inh: -2[16.7 µM]; DENV2 CPE: -3; EWS-Fli inh: 0

What do the screens show for `O=C(c1ccccc1F)N1CCN=C1c1ccccc1`?
INS-1E GSIS act: 8; F508del corr: 1.1; PAX8 inh HTS: -2; FN deposition inh: 1; miR122 inh: -3; DENV2 CPE: 12; EWS-Fli inh: 3

Results for Cc1ccc(NC(=O)c2ccc(Cl)c(NC(=O)c3cccs3)c2)cc1 ?
INS-1E GSIS act: -19; F508del corr: -3.6; PAX8 inh HTS: -17; FN deposition inh: 8; miR122 inh: 16; DENV2 CPE: -3

What do the screens show for `Cc1cc(Br)ccc1NC(=O)CN(C)C(=O)CN1C(=O)NC2(CCCC2)C1=O`?
INS-1E GSIS act: 6; F508del corr: 2.4; PAX8 inh HTS: -3; FN deposition inh: -1; miR122 inh: -7; DENV2 CPE: 2; EWS-Fli inh: 12

How did CN(C)c1ccc(/C=C2\SC(N3CCCCC3)=NC2=O)cc1 do in these assays?
INS-1E GSIS act: -19; F508del corr: 3.0; PAX8 inh HTS: -18; FN deposition inh: 0; miR122 inh: 4; DENV2 CPE: 4; EWS-Fli inh: 51*

Results for CO[C@H]1CN(C)C(=O)c2ccc(NC(C)=O)cc2OC[C@H](C)N(Cc2ccccc2F)C[C@H]1C ?
INS-1E GSIS act: -23; F508del corr: -2.7; PAX8 inh HTS: 9; FN deposition inh: -8; DENV2 CPE: 0; EWS-Fli inh: 0

Results for COc1ccc(S(=O)(=O)Nc2ccc3c(c2)C(=O)N([C@H](C)CO)C[C@@H](C)[C@@H](CN(C)S(=O)(=O)c2ccc(C)cc2)O3)cc1 ?
INS-1E GSIS act: 7; F508del corr: 3.4; PAX8 inh HTS: -10; miR122 inh: inconclusive; DENV2 CPE: 1; EWS-Fli inh: 0

How did COc1ccc(C)cc1-n1nnnc1SCC(=O)NC1CCCC1 do in these assays?
INS-1E GSIS act: 8; F508del corr: -2.8; PAX8 inh HTS: -4; FN deposition inh: -9; miR122 inh: -2; DENV2 CPE: -10; EWS-Fli inh: 0

Results for CNC(=O)C(C#N)(Cc1cc(C(C)=O)ccc1OC)Cc1cc(C(C)=O)ccc1OC ?
INS-1E GSIS act: 3; F508del corr: 1.4; PAX8 inh HTS: 19; FN deposition inh: -13; miR122 inh: -4; DENV2 CPE: -3; EWS-Fli inh: -3

How did COc1ccc(N(C(=O)CNC(=O)c2ccco2)C(C(=O)NC2CCCCC2)c2cccnc2)cc1 (stereo not given) do in these assays?
INS-1E GSIS act: -6; F508del corr: 0.0; PAX8 inh HTS: -8; FN deposition inh: -5; miR122 inh: -1; DENV2 CPE: 2; EWS-Fli inh: 1

What do the screens show for `O=C(C[C@H]1C[C@@H]2c3cc(NC(=O)NC4CCCC4)ccc3O[C@@H]2[C@H](CO)O1)NCc1ccccc1F`?
INS-1E GSIS act: -1; F508del corr: 0.2; PAX8 inh HTS: 16; FN deposition inh: -7; miR122 inh: 1[16.7 µM]; DENV2 CPE: 7; EWS-Fli inh: 2

What do the screens show for `Cc1ccnc(NC(=O)c2cccc(OC(F)F)c2)n1`?
INS-1E GSIS act: 11; F508del corr: -1.5; PAX8 inh HTS: -46; FN deposition inh: 0; DENV2 CPE: 5; EWS-Fli inh: -43

What do the screens show for `O=C(NCc1ccco1)c1ccc(F)c(S(=O)(=O)N2CCCCC2)c1`?
INS-1E GSIS act: -16; F508del corr: -0.9; PAX8 inh HTS: 3; FN deposition inh: 2; DENV2 CPE: 9; EWS-Fli inh: 9
